12-LOX inh: inhibitors of human 12S-lipoxygenase ALOX12. AID 1671190. Potency, µM (titrated, usually from 108 µM), for the others: at the top dose activity change, negative = inhibition, most hits filed as inhibitors. P18054. 580,000 compounds, 1.1% hits. purified 12hLO, xylenol orange hydroperoxide absorbance; further: potency means the concentration at half of the fitted maximal effect; on the % scale 0 is the no-effect control and ±100 the full control effect
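Hydroperoxide product was detected by ferrous iron/xylenol orange as the 573 to 405 nm absorbance ratio. Arachidonic acid at 40 uM (final) was turned over for 30 min at room temperature by 150 nM human 12hLO, pH 7.0 Hepes buffer, after 15 min compound preincubation.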
RGS4 inh: human RGS4 inhibition. Transcreener GDP fluorescence polarization, RGS4-accelerated GTP hydrolysis. Potency, µM (titrated, usually from 114 µM), for inactives: at the highest dose activity change, negative = inhibition, hits mostly inhibitors. 390,000 compounds, 0.039% hits. AID 504845; further: potency means the concentration at half of the fitted maximal effect; on the % scale 0 is the no-effect control and ±100 the full control effect; nearly all actives have a fitted effect of over 75% in size; some results filed as inactive show a strong effect at the top dose
Target sequence (P49798 whole entry, looked up): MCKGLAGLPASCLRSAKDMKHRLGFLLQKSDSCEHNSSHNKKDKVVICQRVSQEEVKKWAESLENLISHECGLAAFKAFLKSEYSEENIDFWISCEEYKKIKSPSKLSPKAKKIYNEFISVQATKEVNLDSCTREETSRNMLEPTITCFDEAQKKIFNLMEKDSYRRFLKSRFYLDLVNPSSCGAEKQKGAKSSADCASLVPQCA
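MLSMR compounds (23 nl, pin-transferred) preincubated 10 min at room temperature with a 500nM (2x) first reagent, then RGS4 at 900nM (2x) plus Transcreener GDP mix added; fluorescence polarization (620/688 nm) read before and after 90 min at 30 °C.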
BAZ2B block: inhibitors of human BAZ2B bromodomain | Potency, µM (doses to about 114 µM), for the others: top-dose activity change, negative = inhibition, most hits filed as inhibitors | Q9UIF8 | AID 504333 | 360,000 compounds, 4.4% hits | AlphaScreen BAZ2B-H3K14Ac peptide displacement; further: potency means the concentration at half of the fitted maximal effect; on the % scale 0 is the no-effect control and ±100 the full control effect; nearly all actives have a fitted effect of over 60% in size
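BAZ2B 50 nM plus b-H3(5-23)K14Ac 50 nM, PBS pH 7.4/0.01% Tween-20, 30 min RT; compound added (max 110 uM), 30 min RT; streptavidin donor/Ni-chelate acceptor beads 10 ug/mL final, 20 min dark; AlphaScreen read.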
G9a inh: inhibitors of human histone lysine methyltransferase G9a; Potency, µM (top dose mostly 102 µM), without a hit: at the highest dose activity, negative = inhibition, hits mostly inhibitors; G9a H3K9 monomethylation, AlphaScreen, 2 h; Q96KQ7; 350,000 compounds, 8.8% hits; AID 504332; further: potency means the concentration at half of the fitted maximal effect; on the % scale 0 is the no-effect control and ±100 the full control effect; nearly all actives have a fitted effect of over 75% in size
Target sequence (Q96KQ7 913-1193 limits assumed): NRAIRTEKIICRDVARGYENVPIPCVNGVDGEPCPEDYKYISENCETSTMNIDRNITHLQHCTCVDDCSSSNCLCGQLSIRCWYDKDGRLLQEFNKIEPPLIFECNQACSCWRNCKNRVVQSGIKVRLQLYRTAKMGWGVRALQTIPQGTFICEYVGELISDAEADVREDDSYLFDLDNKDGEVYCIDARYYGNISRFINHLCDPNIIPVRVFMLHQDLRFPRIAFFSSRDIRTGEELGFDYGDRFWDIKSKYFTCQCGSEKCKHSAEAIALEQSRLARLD
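G9a (20 nM) preincubated 15 min RT with compounds, then 500 nM biotinylated H3K9 peptide and 20 uM SAM added; 2 h RT reaction. Monomethyl-H3K9 product detected by AlphaScreen with anti-H3K9me1 antibody, streptavidin donor and anti-rabbit IgG acceptor beads.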
JMJD2A Tudor inh: inhibitors of human JMJD2A Tudor domain. O75164. AlphaScreen JMJD2A-Tudor / H3K4me3 peptide binding. Potency, µM (highest dose often 114 µM), inactives show top-dose activity change, negative = inhibition, most hits filed as inhibitors. 390,000 compounds, 4.4% hits. AID 504339; further: potency means the concentration at half of the fitted maximal effect; on the % scale 0 is the no-effect control and ±100 the full control effect; nearly all actives have a fitted effect of over 50% in size
GLS inhibitor: blocks human kidney-isoform glutaminase activity | Potency, µM (series often up to 45.5 µM), without a hit: at the top dose activity change, negative = inhibition, usual class: inhibitors | 410,000 compounds, 0.21% hits | O94925 | GLS enzymatic activity, qHTS titration | AID 624170; further: potency means the concentration at half of the fitted maximal effect; on the % scale 0 is the no-effect control and ±100 the full control effect
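Compounds were pin-transferred onto hKGA, after which L-glutamine (1 mM solution) and a detection mix of glutamate oxidase, HRP and Amplex Red were added. Initial and 30 min RT fluorescence reads were collected.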
ERG-DNA inh: blocks human ERG Ets domain binding to DNA. P11308. fluorescence polarization, His-ERG Ets domain / labelled DNA. Potency, µM (top dose mostly 76.9 µM), for inactives: at the top dose FP activity, negative = inhibition, hits mostly inhibitors. 370,000 compounds, 0.028% hits. AID 624246; active means well fitted inhibition curve with a large enough effect in the polarisation, with a control signal flat; inconclusive means small, poorly fitted or top-dose-only effect, or effect the other way, or a change in a side signal; inactive means no such curve, though single readings can be large or run the other way; the % refers to the polarisation;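 further: polarization taken with two DNA probes labelled with fluorescein and Texas red; potency means the concentration at half of the fitted maximal effect; % of control where 0% means no effect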
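His-tagged ERG Ets domain (1 uM in the protein solution; 300mM KCl, 50mM Tris-HCl, 1mM EDTA, 1mM DTT, pH 7.5) received compound, then a probe mix of 5 nM fluorescein-DNA and 100nM Texas-615-DNA. Fluorescence polarization was read for both dyes.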
PI4K2A inh: PI4K2A (human) kinase inhibition. 420,000 compounds, 0.13% hits. Q9BTU6. AID 1346378. activity change, negative = inhibition, % at 76.9 µM. purified PI4K2A, ADP-Glo luminescence, 1 h; stronger effect = lower value; in the data active means activity change below about -50%; inconclusive means mostly about -30% to -49%;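 further: -100% = wells without enzyme as full effect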
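ADP-Glo luminescence measured ADP generated by PI4K2A enzyme (4 ug/mL before mixing) with 1.2 mM PI substrate (pre-mix) and 300 microM ATP (pre-mix). Tris pH7.5 buffer with MgCl2, Triton X-100; 1 h reaction at ambient temperature.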
HP1b binding inh: inhibitors of HP1-beta chromodomain binding to methylated histone tails; P83916; AlphaScreen HP1-beta / biotin-H3K9me3 peptide binding; Potency, µM (highest dose often 114 µM), inactives show at the highest dose activity change, negative = inhibition, actives largely listed as inhibitors; 390,000 compounds, 0.56% hits; further: potency means the concentration at half of the fitted maximal effect; nearly all actives have a fitted effect of over 70% in size; inactives centre near 23
Target sequence (P83916 whole entry, looked up): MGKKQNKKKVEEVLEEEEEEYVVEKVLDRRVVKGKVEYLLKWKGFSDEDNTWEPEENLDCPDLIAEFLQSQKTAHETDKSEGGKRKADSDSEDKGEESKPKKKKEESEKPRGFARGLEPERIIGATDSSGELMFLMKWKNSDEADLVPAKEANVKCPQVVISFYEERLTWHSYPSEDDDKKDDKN
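Compound inhibition of the preformed complex between 50 nM HP1-beta and 50 nM biotinylated H3K9me3 peptide was read by AlphaScreen. Buffer was PBS pH 7.4 with 0.01% Tween-20. Incubations ran 30 min at room temperature, with 10 ug/mL donor/acceptor beads.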
The depositor's hits bear a star; [ ] = another dose, or the depositor's remark. Unless noted, the call rests on the fitted dose curve; in most records, active means well fitted curve in the direction sought with a large enough effect; inconclusive means small, poorly fitted or top-dose-only effect, or another doubt; inactive means no such curve, though single readings can be large; an effect the other way counts as inactive or inconclusive.

Results for CCc1ccc(NC(=O)Cn2c(=O)c3cc(Cl)ccc3n3nncc23)cc1 ?
12-LOX inh: -15%; RGS4 inh: -1%; BAZ2B block: 1%; G9a inh: 46%[activator][59 µM]; JMJD2A Tudor inh: -23%; GLS inhibitor: 4%; ERG-DNA inh: -3%; PI4K2A inh: -1; HP1b binding inh: 42%[activator]

What do the screens show for `CN(CC(=O)NCc1ccccc1Cl)S(=O)(=O)c1ccc2c(c1)n(C)c(=O)c(=O)n2C`?
12-LOX inh: 22%; RGS4 inh: -1%; BAZ2B block: -1%; G9a inh: 24%; JMJD2A Tudor inh: -14%; GLS inhibitor: 1%; ERG-DNA inh: 5%; PI4K2A inh: -4; HP1b binding inh: 21%

What do the screens show for `COc1ccc(C(=O)COC(=O)CN2C(=O)C3C4C=CC(C4)C3C2=O)cc1` (stereo not drawn)?
12-LOX inh: 26%; RGS4 inh: -18%; BAZ2B block: -1%; G9a inh: 4%[12.7 µM]; JMJD2A Tudor inh: -6%; GLS inhibitor: 0%; ERG-DNA inh: 17%; PI4K2A inh: -7; HP1b binding inh: 16%

How did COc1ccc(OC)c(NC(=O)CNC(=O)c2ccc([N+](=O)[O-])cc2)c1 do in these assays?
12-LOX inh: 2%; RGS4 inh: 10%; BAZ2B block: -18%; G9a inh: -42%; JMJD2A Tudor inh: -19%; GLS inhibitor: 11%; ERG-DNA inh: -5%; PI4K2A inh: 2; HP1b binding inh: 9%

What do the screens show for `COc1ccc(S(=O)(=O)N2CCC(C(=O)Oc3cccc(C)c3)CC2)cc1OC`?
12-LOX inh: inconclusive; RGS4 inh: 39%; BAZ2B block: -7%; G9a inh: 2%; JMJD2A Tudor inh: -14%; GLS inhibitor: 5%; ERG-DNA inh: -13%; PI4K2A inh: -4; HP1b binding inh: 27%

How did Cc1ccc(C)c(OCc2ccc(C(=O)NN)o2)c1 do in these assays?
12-LOX inh: 0%; RGS4 inh: 18%; BAZ2B block: -8%; JMJD2A Tudor inh: -32%; GLS inhibitor: 13%; ERG-DNA inh: 5%; PI4K2A inh: -1; HP1b binding inh: 22%

What do the screens show for `COc1cc2sc(-c3ccccc3OC)c(-c3ccc(OCCN4CCOCC4)cc3)c2cc1OC`?
RGS4 inh: -2%; JMJD2A Tudor inh: 32µM*; GLS inhibitor: 0%; ERG-DNA inh: 6%; PI4K2A inh: 0; HP1b binding inh: inconclusive

Results for Cc1csc(SCC(=O)N(C)c2c(N)n(Cc3ccccc3)c(=O)[nH]c2=O)n1 ?
12-LOX inh: -4%; RGS4 inh: 15%; BAZ2B block: -1%; G9a inh: -49%; JMJD2A Tudor inh: -8%; GLS inhibitor: -1%; ERG-DNA inh: 5%; PI4K2A inh: 0; HP1b binding inh: 35%[activator]

What do the screens show for `CCOC(=O)CSc1nc(=O)n2ccc(C)cc2n1`?
12-LOX inh: -4%; RGS4 inh: 9%; BAZ2B block: -8%; G9a inh: -2%; JMJD2A Tudor inh: -22%; GLS inhibitor: 1%; ERG-DNA inh: -16%; PI4K2A inh: -4; HP1b binding inh: -19%

How did CCN(CC)CCNC(=O)c1ccc(NC2=NC3CS(=O)(=O)CC3S2)cc1 (stereo not drawn) do in these assays?
12-LOX inh: 30%[activator]; RGS4 inh: 4%; BAZ2B block: 2%; G9a inh: -6%; JMJD2A Tudor inh: -8%; GLS inhibitor: -3%; ERG-DNA inh: -4%; PI4K2A inh: -1; HP1b binding inh: 14%

What do the screens show for `Cc1ccc(C(=O)OCC(=O)NCC2COc3ccccc3O2)cc1` (stereo not drawn)?
12-LOX inh: 2%; RGS4 inh: -10%; BAZ2B block: 29%; G9a inh: -10%[59 µM]; JMJD2A Tudor inh: -5%; GLS inhibitor: -2%; ERG-DNA inh: -1%; PI4K2A inh: -3; HP1b binding inh: 48%[activator]

Results for Cc1cccc(NC(=O)c2ccc(-n3ccnc3)nc2)c1 ?
12-LOX inh: -24%; RGS4 inh: -10%; BAZ2B block: 0%; G9a inh: -18%[12.7 µM]; JMJD2A Tudor inh: 2%; GLS inhibitor: -1%; ERG-DNA inh: 4%; PI4K2A inh: 2; HP1b binding inh: 41%[activator]

How did COc1ccc(N2CCN(C(=O)CN(C)S(=O)(=O)c3ccc4c(c3)c(=O)n(C)c(=O)n4C)CC2)cc1 do in these assays?
12-LOX inh: -12%; RGS4 inh: 21%; BAZ2B block: 4%; G9a inh: -8%; JMJD2A Tudor inh: -24%; GLS inhibitor: 0%; ERG-DNA inh: -2%; PI4K2A inh: -1; HP1b binding inh: -13%

Results for Nc1c(N(Cc2ccco2)C(=O)COc2ccc(Cl)cc2)c(=O)[nH]c(=O)n1Cc1ccccc1 ?
12-LOX inh: 8%; RGS4 inh: 4%; JMJD2A Tudor inh: -12%; GLS inhibitor: 4%; ERG-DNA inh: -14%; PI4K2A inh: -5; HP1b binding inh: 13%

What do the screens show for `O=C(CC1C(=O)NCCN1C/C=C/c1ccccc1)NCCc1ccncc1` (stereo not drawn)?
12-LOX inh: 1%; RGS4 inh: -4%; BAZ2B block: -7%; G9a inh: 13%; JMJD2A Tudor inh: -10%; GLS inhibitor: -4%; ERG-DNA inh: -7%; PI4K2A inh: 7; HP1b binding inh: 56%[activator]

What do the screens show for `CCOc1ccc(CCNC(=O)CCS(=O)(=O)c2ccc(OC)cc2)cc1OCC`?
12-LOX inh: -6%; RGS4 inh: 8%; BAZ2B block: inconclusive; G9a inh: inconclusive; JMJD2A Tudor inh: -34%; GLS inhibitor: -6%; ERG-DNA inh: 19%; PI4K2A inh: 1; HP1b binding inh: -8%

What do the screens show for `N#Cc1cnc2sc3ccccc3n2c1=N`?
12-LOX inh: -4%; RGS4 inh: -4%; BAZ2B block: 0%; G9a inh: -10%; JMJD2A Tudor inh: 0%; GLS inhibitor: 10%; ERG-DNA inh: -4%; PI4K2A inh: -24; HP1b binding inh: 38%[activator]

How did S=c1nc(NCc2ccc3c(c2)OCO3)c2ccccc2[nH]1 do in these assays?
12-LOX inh: -3%; RGS4 inh: -5%; BAZ2B block: 7%; G9a inh: 0%; JMJD2A Tudor inh: -10%; GLS inhibitor: 1%; ERG-DNA inh: 6%; PI4K2A inh: 0; HP1b binding inh: 31%

How did CC(C)(C)OC(=O)C[C@@H]1C/C=C\C[C@@H](CC(=O)N(CCO)Cc2ccccc2)C(=O)NCCOC1=O do in these assays?
12-LOX inh: inconclusive; RGS4 inh: 6%; JMJD2A Tudor inh: -15%; GLS inhibitor: 3%; ERG-DNA inh: 1%; PI4K2A inh: -2; HP1b binding inh: 25%

Results for O=C(COc1ccccc1)Nc1ncc2c(n1)CCCC2=O ?
12-LOX inh: 9%; RGS4 inh: -24%; BAZ2B block: -7%; G9a inh: -6%[12.7 µM]; JMJD2A Tudor inh: 1%; GLS inhibitor: 8%; ERG-DNA inh: -2%; PI4K2A inh: 4; HP1b binding inh: 28%

How did Nn1c(SCC(=O)NC2CCS(=O)(=O)C2)nnc1-c1ccco1 (stereo not drawn) do in these assays?
12-LOX inh: 11%; RGS4 inh: -1%; JMJD2A Tudor inh: -2%; GLS inhibitor: -2%; ERG-DNA inh: 0%; PI4K2A inh: 12; HP1b binding inh: 25%

What do the screens show for `Cn1c(=O)[nH]c(=O)c2c1nc(N/N=C/C(Br)=C/c1ccccc1)n2CCO`?
12-LOX inh: 116%[activator]; RGS4 inh: -52%; BAZ2B block: inconclusive; JMJD2A Tudor inh: inconclusive; GLS inhibitor: 2%; ERG-DNA inh: 5%; PI4K2A inh: 3; HP1b binding inh: 24%

Results for O=C(CNC(=O)c1cccs1)NCC(=O)OCc1ccc(Cl)cc1 ?
12-LOX inh: 16%; RGS4 inh: 6%; BAZ2B block: 0%; G9a inh: 19%[0.501 µM]; JMJD2A Tudor inh: -1%; GLS inhibitor: 0%; PI4K2A inh: 1; HP1b binding inh: 11%

How did Cc1ccc(SC2=C(N(C)C)C(=O)c3ccccc3C2=O)cc1 do in these assays?
12-LOX inh: 10µM*; RGS4 inh: inconclusive; JMJD2A Tudor inh: 5.6µM*; GLS inhibitor: 9%; PI4K2A inh: -8; HP1b binding inh: inconclusive

What do the screens show for `COc1cccc(OCC(=O)NNC(=O)c2ccc3ccccc3c2O)c1`?
12-LOX inh: 67%[activator]; RGS4 inh: -15%; BAZ2B block: -16%; G9a inh: inconclusive; JMJD2A Tudor inh: -17%; GLS inhibitor: 12%; ERG-DNA inh: -9%; PI4K2A inh: -1; HP1b binding inh: 23%

How did COc1ccccc1-c1c(C)nn2c(N3CCN(c4cccc(Cl)c4)CC3)cc(C)nc12 do in these assays?
12-LOX inh: 4%; RGS4 inh: -6%; BAZ2B block: 11%; G9a inh: 11%[59 µM]; JMJD2A Tudor inh: -4%; GLS inhibitor: -2%; ERG-DNA inh: 3%; PI4K2A inh: -1; HP1b binding inh: 12%

What do the screens show for `Cc1cc(S(=O)(=O)NCC(c2ccc(N(C)C)cc2)N2CCOCC2)ccc1F` (stereo not drawn)?
12-LOX inh: -4%; RGS4 inh: -6%; BAZ2B block: inconclusive; G9a inh: -21%[12.7 µM]; JMJD2A Tudor inh: inconclusive; GLS inhibitor: 22%; ERG-DNA inh: -6%; PI4K2A inh: 0; HP1b binding inh: -6%

Some of the compounds tested; rates above refer to the full screens.
